dFosB activator – activators of mouse delta FosB homodimer | AID 493131 | 340,000 compounds, 0.99% hits | activation, % at 25 µM | purified delta FosB, TAMRA-CDK5 oligo fluorescence polarization; percent of positive-control signal above neutral wells;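 active means mean activation above about 17%, with every replicate also reaching it, limit read from the data, passing the limit was not always enough; inconclusive means only one of the two conditions met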;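 further: fluorescence polarization rise as delta FosB binds a TAMRA Cdk5 AP-1 oligo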
PvdQ inh – blocks Pseudomonas aeruginosa PvdQ acylase activity | inhibition, % at 10 µM | 340,000 compounds, 0.063% hits | purified PvdQ acylase, fluorescence plate reader | AID 488965; in the data active means inhibition above about 30%, passing the limit was not always enough; inconclusive means no clear call, values can overlap the other calls;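 further: 0% = vehicle neutral wells and 100% = reference inhibitor wells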
Wnt act – Wnt/beta-catenin pathway activation; Wnt/beta-catenin reporter cell assay, activator, plate reader; activation, % at 9.35 µM; 300,000 compounds, 1.2% hits; AID 743398; in the data active means activation above about 30%, passing the limit was not always enough; inconclusive means no clear call, values can overlap the other calls;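 further: 0% = neutral control wells and 100% = positive control wells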
CDK5 inh – CDK5/p35 (human) kinase inhibition. Recombinant CDK5/p35, ADP-Glo luminescence, 60 min. inhibition, % at 10 µM. 330,000 compounds, 0.01% hits. Q00535+Q15078;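 active means highest replicate inhibition of at least 50% and at least 75% of replicates reaching 50%; inconclusive means only one of the two criteria met; inactive means both criteria failed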;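 further: plate controls were DMSO neutral control for no effect and GW8510 at 10 µM for full effect; many of its hits are not listed in these tables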
Target sequence (Q00535 whole entry, looked up): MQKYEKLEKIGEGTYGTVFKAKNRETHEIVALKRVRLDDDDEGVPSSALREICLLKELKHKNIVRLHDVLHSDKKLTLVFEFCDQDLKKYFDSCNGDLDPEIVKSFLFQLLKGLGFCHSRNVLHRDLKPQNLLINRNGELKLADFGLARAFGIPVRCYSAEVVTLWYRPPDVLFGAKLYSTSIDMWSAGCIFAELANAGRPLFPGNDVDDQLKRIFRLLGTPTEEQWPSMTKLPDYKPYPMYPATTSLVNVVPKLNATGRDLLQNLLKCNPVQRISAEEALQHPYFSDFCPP
Target sequence (Q15078 whole entry, looked up): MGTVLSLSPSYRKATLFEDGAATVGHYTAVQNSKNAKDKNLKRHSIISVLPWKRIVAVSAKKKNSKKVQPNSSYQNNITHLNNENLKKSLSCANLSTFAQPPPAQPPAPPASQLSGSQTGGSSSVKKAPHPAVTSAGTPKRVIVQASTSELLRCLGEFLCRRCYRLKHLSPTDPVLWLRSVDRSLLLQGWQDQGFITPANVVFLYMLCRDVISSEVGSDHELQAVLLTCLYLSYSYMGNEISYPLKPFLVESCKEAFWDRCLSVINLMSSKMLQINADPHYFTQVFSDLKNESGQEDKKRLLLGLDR
Rtt109 Vps75 – C. albicans Rtt109 histone acetyltransferase inhibition | Q5AAJ8 | purified Rtt109/Vps75, ThioGlo CoA-SH fluorescence, 4 h | inhibition, % at 34.9 µM | 330,000 compounds, 0.16% hits | AID 540336;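 active means inhibition of at least 50% in every replicate; inconclusive means best replicate reaches 50% inhibition but some replicates fall short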
MITF TRPM1 HTS – activators of MITF-driven TRPM1 promoter activity in SK-MEL-5 cells. activation, % at 12.5 µM. 300,000 compounds, 0.75% hits. SK-MEL-5 TRPM1-promoter luciferase, 24 h; % of positive control, neutral wells = 0. AID 588334;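 active means mean activation of at least 80% with every replicate also reaching 80%; inconclusive means mean reaches 80% but some replicate falls short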;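 further: 0% = neutral control wells and 100% = parthenolide positive control wells; values of inactives mirror those of a sister screen read the other way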
HTR5A ag – HTR5A agonism, opioid heterodimer counter-screen | 340,000 compounds, 0.61% hits | HTR5A agonist assay, luminescence, cell-based | activation, % at 9.3 µM | AID 504692 | P47898; in the data active means activation mostly above about 9.5%, no sharp cut-off; inactive means mostly below about 7.6%;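 further: 0% = cells with vehicle only and 100% = reference agonist; strong numbers were not always called active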
Target sequence (P47898 whole entry, looked up): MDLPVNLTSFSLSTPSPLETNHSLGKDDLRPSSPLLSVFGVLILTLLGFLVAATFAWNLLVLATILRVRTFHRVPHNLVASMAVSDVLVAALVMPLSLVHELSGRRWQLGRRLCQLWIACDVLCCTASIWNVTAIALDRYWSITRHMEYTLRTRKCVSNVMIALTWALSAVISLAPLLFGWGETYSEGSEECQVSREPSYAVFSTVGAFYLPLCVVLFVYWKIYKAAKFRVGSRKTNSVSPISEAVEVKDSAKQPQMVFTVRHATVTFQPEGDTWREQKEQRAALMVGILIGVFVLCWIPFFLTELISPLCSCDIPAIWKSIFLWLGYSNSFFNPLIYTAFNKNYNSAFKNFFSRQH
SR-BI HDL uptake – mouse SR-BI HDL lipid transfer inhibition | 320,000 compounds, 0.96% hits | AID 488896 | ldlA[mSR-BI] CHO cells, DiI-HDL uptake fluorescence, 3 h | inhibition, % at 12.5 µM | Q61009;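 active means mean replicate inhibition of at least 70% and a set share of replicates each scoring 70 or more; inconclusive means meets just one of the two criteria; inactive means fails both criteria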;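 further: 0% = median of neutral control wells and 100% = median of positive control wells; values of inactives mirror those of a sister screen read the other way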
SR-BI uptake up – activators of SR-BI mediated HDL lipid uptake; CHO ldlA[mSR-BI] cells, DiI-HDL uptake fluorescence, 3 h; 100 = double the neutral-control signal; activation, % at 12.5 µM; 320,000 compounds, 0.096% hits;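 active means mean replicate activation of at least 60% and every replicate at or above 60%; inconclusive means mean or all-replicate condition met, but not both; inactive means mean below 60% and not all replicates reaching 60%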;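 further: 0% = median plate neutral-control signal and 100% = twice that signal; values of inactives mirror those of a sister screen read the other way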
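Test system: SR-BI-overexpressing, LDLR-lacking CHO cells; Also added: labelled HDL, 10 µg/mL; Measured by: bottom-read cell fluorescence after medium removal, ex 550/em 595 nm; Timing: 3 h uptake period with compound, 37 °C; Buffer or medium: F12, 0.5% BSA, 25 mM HEPES; Doses: single compound concentration, delivered by pin transfer.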
cardiac RTF act – increases calcium sensitivity of human cardiac regulated thin filaments; P19429+P45379; IANBD-labeled TnC RTF fluorescence at EC20 calcium; 0% EC20 calcium, 100% full calcium; activation, % at 7.2 µM; 340,000 compounds, 0.24% hits;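 active means activation above the mean over all tested compounds plus 3 SD, cut at about 30% in these data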;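 further: rise in fluorescence read as greater calcium sensitivity of cardiac thin filaments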
* = called active by the depositor; ? = inconclusive; . = no result given.

SMILES	dFosB activator	PvdQ inh	Wnt act	CDK5 inh	Rtt109 Vps75	MITF TRPM1 HTS	HTR5A ag	SR-BI HDL uptake	SR-BI uptake up	cardiac RTF act
COC(=O)C1=CN(CC2CCCO2)C=C(C(=O)OC)C1c1ccsc1 (stereo unspecified)	-3	-9	-4	0.7	-9	7	4	5	-5	-1
O=C(CSc1nnc(Cc2ccccc2)o1)c1cc(F)ccc1F	-2	0	-1	4.0	-9	-6	8	-20	20	3
OC(CNc1ccnc2cc(Cl)ccc12)CNC1CCCCC1 (stereo unspecified)	26*	0	-7	0.5	-6	-89	1	0	0	-3
COc1ccc(CCNC(=O)[C@H](C)NC(=O)[C@@H]2CSC3c4ccccc4C(=O)N32)cc1 (stereo partly specified)	-4	11	1	1.8	-6	-4	-4	-22	22	3
CC(C)(C)C(=O)NC1CC2CCCC(C1)N2C(=O)Nc1ccccc1Cl (stereo unspecified)	1	-14	0	1.5	-7	-9	-1	-9	9	2
COc1nc(OCC#N)nc(N2CCCCC2)n1	-5	-13	4	-0.3	-3	-5	-1	14	-14	4
CCOC(=O)c1[nH]c(C)c(C(=O)OCC(=O)N2c3ccccc3CC2C)c1C (stereo unspecified)	-15	-18	.	-3.2	1	0	-1	44	-44	1
NC(=O)c1oc2ccccc2c1NC(=O)C1CC(=O)N(c2ccccc2)C1 (stereo unspecified)	-6	-19	-2	1.4	0	-3	3	-5	5	-7
COC(=O)C1C(=O)NC(SC)=C(C#N)C1c1ccccc1 (stereo unspecified)	-1	-4	.	-0.2	-4	6	-2	-20	20	-5
CCCCCCC[C@@H](C/C=C/CCC(=O)N(C)C/C(=C/Cl)C/C(=C\C(=O)N1CC(OC)=CC1=O)OC)OC	-13	-11	-3	1.0	10	-76	0	.	.	-6
O=C(CCCCn1cnc2c(=S)nc[nH]c21)Nc1ccc(C(=O)O)c(O)c1	-3	1	-1	3.6	7	-13	-1	-14	14	6
CC(C)OCCCNc1ncc2c(n1)CC(c1cccs1)CC2=O (stereo unspecified)	-11	-2	5	-3.0	-4	-11	-1	-15	15	-2
CC(C)(C)CN1CCN(Cc2cccnc2)CC1CCO (stereo unspecified)	0	17	-3	0.8	4	-1	3	-3	3	2
COc1cccc(NC(=S)NN=C2CCC(C(C)(C)C)CC2)c1 (stereo unspecified)	-6	4	1	0.9	2	-14	2	36	-36	2
Clc1cccc(Cc2nn[nH]n2)c1	-6	9	-1	0.1	6	.	-4	-19	19	3
O=C(Nc1ncc(Cc2cccc(Cl)c2)s1)c1ccc([N+](=O)[O-])cc1	-2	-16	.	-2.4	-4	-22	2	4	-4	-3
O=C(/C=C/c1cccc([N+](=O)[O-])c1)Nc1ccc(Cl)cn1	14	-9	10	0.1	-20	34	1	14	-14	-3
O=C1CCC(C(=O)Nc2ccc(Cl)cc2)N1 (stereo unspecified)	-3	-7	2	0.9	-11	25	2	4	-4	-3
CCn1c(CC(=O)Nc2ccc(C)cc2)nnc1SCC(=O)N1CCOCC1	5	-13	-1	-0.4	-7	6	2	-15	15	-2
CCn1c2ccccc2c2cc(NC(=O)COC(=O)C3CCC(=O)N3)ccc21 (stereo unspecified)	4	-9	.	1.3	3	-6	3	22	-22	-2
CCOC(=O)C(NC(=O)Nc1ccc(O)cc1)(c1ccccc1)C(F)(F)F (stereo unspecified)	-3	-6	.	1.5	0	0	-2	-6	6	-1
COc1cccc(C(=O)OCC(=O)Nc2ccc3c(c2)OCCO3)c1	-2	-18	-4	-0.4	-3	1	-4	-12	12	3
CC(=O)C[C@H](O)CC(=O)[C@H]1OC(=O)[C@H](C)C/C=C\Cc2ccccc21	-9	4	3	1.2	-3	5	7	-8	8	-3
CCCCOC(=O)Nc1ccc(OC)cc1S(=O)(=O)N1CCOCC1	5	-9	.	-0.2	-5	3	-7	-3	3	6
Cn1cccc1Cc1nnc(SCC(=O)Nc2ccc3c(c2)OCCO3)n1CCc1ccccc1	2	2	13	-1.1	1	-9	3	-8	8	-6
O=C(CSc1ccccn1)N1CCN(c2cccc(Cl)c2)CC1	-9	-8	-5	3.3	2	.	0	15	-15	5
N/C(=N\OC(=O)c1cccc(F)c1)c1ccccn1	-12	-8	7	7.6	-1	17	-1	-14	14	-2
COCCn1c(=O)[nH]c2cc(C(=O)Nc3cc(OC)c(OC)c(OC)c3)ccc2c1=O	1	5	-4	13	-6	11	0	.	.	-3
COc1ccc(CN2CCN(C(=O)C3CCC(CNS(=O)(=O)c4ccccc4)CC3)CC2)c(OC)c1OC (stereo unspecified)	-13	-4	0	-1.0	7	-7	3	51	-51	2
O=C(NN=Cc1cccc2ccccc12)C(=O)NN=Cc1cccc2ccccc12	0	9	-5	1.4	.	1	1	8	-8	0
CCOC(=O)c1c(-c2ccc(F)cc2)csc1NC(=O)CN1C(=O)NC2(CCCCC2C)C1=O (stereo unspecified)	-11	-14	0	-2.1	2	20	0	28	-28	-8
O=C1c2[nH]nc(-c3ccccc3O)c2C(c2ccc(F)cc2)N1CC1CCCO1 (stereo unspecified)	-1	-2	-1	-1.9	6	.	-4	-14	14	-4
CC(C)NS(=O)(=O)c1ccc(OCC(=O)Nc2ccc3c(c2)OCO3)c(Cl)c1	-6	-13	.	-0.7	-9	.	2	-5	5	1
CC(C)(C)N(NC(=O)Nc1ccc(F)cc1)C(=O)c1ccccc1	-5	-16	3	-0.3	-9	2	-9	-12	12	3
O=C(Cc1cccc(C(F)(F)F)c1)NCc1cccc(Cl)c1	-2	-1	1	-0.7	-18	-4	2	-19	19	6
CC(=O)Nc1ccc(C(=O)OCC(=O)/C(C#N)=C(\C)N)cc1	-2	2	0	-1.4	14	11	0	6	-6	3
COc1ccc(Nc2ccncc2[N+](=O)[O-])cc1	-3	0	10	0.3	-4	-12	-1	3	-3	-4
COC(=O)[C@@]12CCCN1[C@H](c1ccc(-c3ccc(OC)cc3)c(OC)c1)[C@@H]1C(=O)N(C)C(=O)[C@@H]12	6	12	-4	0.7	2	-4	6	11	-11	11
CCN(C(=O)COC(=O)c1cc(C)oc1C)c1c(N)n(Cc2ccccc2)c(=O)[nH]c1=O	-2	9	-4	0.2	-2	1	6	-1	1	-2
CSc1ccc(OC2CCN(Cc3ccccc3)CC2)cc1	4	12	0	1.5	12	10	-6	-13	13	8
O=c1cc(-c2ccccc2)c2cc(Cl)c(O)c(CN3CCOCC3)c2o1	-6	1	-1	0.6	-6	-4	-1	-23	23	7
O=C(CCCN1C(=O)/C(=C/c2ccccc2Cl)SC1=S)NNC(=O)c1ccc(Cl)cc1	5	-8	0	2.0	2	-38	4	.	.	3
COc1ccc(Cl)c(S(=O)(=O)N2CCCC2)c1	5	1	.	-0.6	-1	4	1	5	-5	-2
CCN(/C=N/c1sc2c(c1C#N)CCCCC2)CC	0	6	.	-0.5	-7	60	-3	40	-40	0
COC(=O)c1cc(Br)c(=O)n(-c2cccc(F)c2)c1	1	-11	0	-2.1	-1	-5	-1	-13	13	1
O=c1c(O)c(-c2ccc3c(c2)OCO3)oc2ccccc12	?	4	.	1.2	2	48	2	24	-24	5
CC12CCC(C(=O)NNc3ccccc3)(C(=O)C1=O)C2(C)C (stereo unspecified)	0	-5	0	0.2	3	-8	-2	-9	19	4
COc1cccc(-c2nc(CS(=O)(=O)CC(=O)NCCCN3CCc4ccccc4C3)c(C)o2)c1	-8	-10	.	-1.2	-6	.	5	-10	10	4
O=C1/C(=C\c2ccc(Cl)c(Cl)c2)CN(C(=O)CCN2CCOCC2)C/C1=C/c1ccc(Cl)c(Cl)c1	13	-9	-12	-0.5	-4	.	4	1	-1	-5
CCCCNc1nc(N(C)c2ccccc2)nc(-n2ccnc2)n1	-3	5	.	-1.0	-2	.	1	48	-48	2
CC(C)c1cccc(C(C)C)c1NC(=O)CN1C(=O)NC2(CCCC2)C1=O	-1	-5	0	0.6	-4	0	4	5	-5	-2
Cc1cc(NC(=O)c2ccc(COc3ccccc3Cl)o2)no1	7	-21	-3	0.0	-3	4	9.7*	11	-11	0
Cc1c(C(=O)Nc2cc(S(=O)(=O)N3CCOCC3)ccc2N2CCOCC2)oc2ccccc12	-1	-1	-1	0.1	6	-7	-4	-85	?	0
Cc1cc(C)nc(SCc2nnc(SCC(N)=O)o2)n1	1	-18	-1	-3.0	-6	-4	0	-5	5	8
CCCN(CC(=O)Nc1ccccc1C)C(=O)CCCc1c[nH]c2ccccc12	-3	-15	6	1.5	1	-4	-2	15	-15	1
Oc1ccc(/C=N/Nc2ncc(Cl)cc2Cl)cc1	-2	-11	20	1.1	0	88*	6	36	-36	1
CCOC(=O)CCCSc1nc(-c2ccc3c(c2)OCO3)cc(C(F)(F)F)c1C#N	3	-9	.	-1.0	-15	-7	0	39	-39	1
COc1cccc(C2=NN(S(C)(=O)=O)C(c3cccs3)C2)c1 (stereo unspecified)	-3	-5	4	0.2	-1	45	0	-1	1	3
CC(C)(C)c1ccc(-c2noc(CCC(=O)Nc3cccnc3)n2)cc1	-14	-5	-8	0.4	-13	-79	-3	40	-40	0
COc1ccc(NC2c3ncccc3C(=O)N2Cc2cccs2)cc1 (stereo unspecified)	0	5	.	3.3	1	-1	1	-20	20	6

Next part:
SMILES	dFosB activator	PvdQ inh	Wnt act	CDK5 inh	Rtt109 Vps75	MITF TRPM1 HTS	HTR5A ag	SR-BI HDL uptake	SR-BI uptake up	cardiac RTF act
COc1cccc(C(c2nnnn2CC2CCCO2)N2CCN(C(=O)c3ccco3)CC2)c1OC (stereo unspecified)	0	-4	-1	-1.1	3	-3	4	-18	18	-4
COc1c2ccccc2nc2ccccc12	7	-11	11	2.6	-70	-4	-4	4	-4	-1
Cc1nn(CC(=O)NCC(C)c2ccccc2)c(=O)c2cc(-c3ccccc3)nn12 (stereo unspecified)	-2	-1	0	0.0	1	-7	-1	12	-12	-6
O=S(=O)(Cc1ccccc1)N1CCN(Cc2ccc(F)cc2Cl)CC1	-6	8	-1	-0.7	1	-6	2	-18	18	-6
Cc1[nH]nc2ncc(C(=O)c3ccccc3O)cc12	-20	-11	-14	14	8	.	1	3	-3	3
Cc1cccc(C(C)C)c1NC(=O)c1cccnc1	1	-3	3	0.2	-12	16	0	-25	25	3
Cc1c(NC(=O)CN2C(=O)c3ccccc3C2=O)c(=O)n(-c2ccccc2)n1C	-3	-14	.	2.1	-5	2	0	0	0	8

Source: PubChem BioAssay

Rows are unselected. About 4.4% of those tested had a hit in this group.
